# NPYLR7 ag: activates Aedes aegypti NPYLR7 receptor. HEK293T NPYLR7/Galpha15, GCaMP6s calcium fluorescence. activation, % at 10 µM. actives 0.15% (n = 270,000). AID 1259423; in the data active = activation above about 40%;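 note: 0% = vehicle and 100% = reference agonist at the receptor; some compounds past the cut are filed as inactive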
# hcGAS lum: human cGAS inhibition; actives 0.081% (n = 290,000); recombinant h-cGAS, ATP depletion, Kinase-Glo luminescence; Q8N884; AID 1259398; inhibition, % at 12.5 µM;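 note: 0% = vehicle reaction and 100% = reaction without DNA for no activity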
# Target sequence (Q8N884 whole entry, looked up): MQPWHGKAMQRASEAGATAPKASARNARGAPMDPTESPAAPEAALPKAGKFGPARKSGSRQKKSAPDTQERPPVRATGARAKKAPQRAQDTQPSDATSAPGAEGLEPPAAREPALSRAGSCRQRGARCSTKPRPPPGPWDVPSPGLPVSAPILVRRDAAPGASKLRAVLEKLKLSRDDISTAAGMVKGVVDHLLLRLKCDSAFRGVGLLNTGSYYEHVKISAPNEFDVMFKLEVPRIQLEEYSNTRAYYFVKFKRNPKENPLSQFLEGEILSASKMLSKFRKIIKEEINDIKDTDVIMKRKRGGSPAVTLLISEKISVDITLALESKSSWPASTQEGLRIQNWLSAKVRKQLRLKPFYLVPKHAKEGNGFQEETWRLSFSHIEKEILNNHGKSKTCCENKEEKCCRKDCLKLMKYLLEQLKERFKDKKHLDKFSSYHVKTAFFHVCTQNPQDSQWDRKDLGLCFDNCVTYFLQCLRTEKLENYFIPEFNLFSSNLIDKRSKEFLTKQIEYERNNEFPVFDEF
# mcGAS lum: mouse cGAS inhibition by luminescence | recombinant cGAS, Kinase-Glo ATP depletion luminescence | inhibition, % at 12.5 µM | actives 0.15% (n = 160,000);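 note: 0% = negative control wells and 100% = reference inhibitor with no enzyme activity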
# Active calls of the source: *; . = no result given; & = joins results of further samples. Cut-off read from the data, not from the text of the source, unless noted: active = inhibition above about 40%; inactive = the rest.
canonical_smiles	NPYLR7 ag	hcGAS lum	mcGAS lum
C=C(C)COc1ccccc1C(=O)N(C)Cc1csc(C)n1	8	-4	.
CC(C)CN1C(=O)c2ccccc2[C@H](C(=O)N2CCN(c3c(Cl)cncc3Cl)CC2)[C@@H]1c1ccoc1	-10	-4	-6
CC(=O)Nc1cncc(-c2c(C)noc2C)n1	1	-10	.
Cc1cccc(=O)n1CCc1nc(C2CC2)nn1-c1ccc2c(c1)OCCO2	0	-7	-11
O=C(c1cc(COc2ccc(F)c(F)c2)on1)N1CCSCC1	-1&3	-4&-6	-5
CCc1cc(NCc2cccnc2-n2ccnc2)nc(N(C)C)n1	6	-7	.
Cc1cc(C)c2c(c1)CC(C)(C)C(=O)N(NC(=O)Cc1c[nH]c3ccccc13)C2=O	-3	-9	-2
COc1ccc(CCNC(=O)c2cccnc2N2CCN(C(=O)COc3cccc(Cl)c3)CC2)cc1OC	17	0	-8
CCN(CC)S(=O)(=O)c1ccc(OC)c(N2CCN(C(=O)C(Cl)Cl)CC2)c1	4	0	-5
CC(C(=O)NC1(C#N)CCCCC1)N(C)CCOc1ccc(Cl)cc1 (centres undefined)	4	-9	.
CC(C)c1ccc(C(=O)O)cc1S(=O)(=O)Nc1ccc(=O)n(C)c1	5	-7	.
Fc1cc(Cl)cc(Oc2ccc3c(-c4cccnc4)noc3n2)c1	-4	-7	-9
Cc1ccc(CN(C)C(=O)c2c(C)nc3sccn23)o1	.	4	-1
O=C(NC1CC1)C1CCCN(C2CCN(c3nnnn3-c3ccccc3)CC2)C1 (centres undefined)	13	-7	-16
N#CCc1nc2ccccc2s1	4	-3	-3
COc1ccc(CNc2ccc(N3CCN(C)CC3)nc2)cc1C#N	-22	0	.
C/C(=N/Nc1nc(-c2cc3ccccc3oc2=O)cs1)c1ccccc1	3	-3	-3
COc1ccc(C(=O)N2CCc3cc(F)ccc3C2C)nn1 (centres undefined)	1	-9	.
CCCCCNC(=O)CC(c1ccc2c(c1)OCO2)c1cn(C)c2ccccc12 (centres undefined)	11	-3	-4
CC1CCCN(c2nc3ccccc3nc2C(C#N)C(=O)OC2CCCCC2)C1 (centres undefined)	6	-7	-8
CNC(=O)CC1CCN(C(=O)CCn2ccc3ccccc32)CC1	7	-6	.
NC(=O)COc1cccc(NC(=O)/C=C/c2ccc(Cl)c(C(F)(F)F)c2)c1	6	-5	.
CC1CCCN(c2cc(C(=O)NCc3ccccn3)c3ccccc3n2)C1 (centres undefined)	19	-2	.
CCC1CN(Cc2cnc3c(S(C)(=O)=O)cnn3c2)CCN1C(C)C (centres undefined)	3	-1	.
Cc1ccc(S(=O)(=O)N2CCCN(S(=O)(=O)c3ccccc3F)CC2)cc1	19	-11	-16
NC(=O)[C@@H]1CCCN1C(=O)CN1C(=O)C(Oc2ccccc2)C1c1ccccc1 (some centres undefined)	9	-3	.
COc1cc(CNc2nccnc2-c2ccc3ccccc3c2)cc(OC)c1OC	-5	-4	-1
CC(Sc1nncs1)C(=O)NCc1ccc(N2CCN(C)CC2)nc1 (centres undefined)	-6	-6	.
O=C(c1ccccc1N1CCS(=O)(=O)CC1)N1CCCC(O)(CO)C1 (centres undefined)	21	-6	-10
COc1ccc(-c2n[nH]c(=S)n2N=Cc2ccc(OC)c(Br)c2)cc1	5	-5	-5

# An excerpt from above, showing only NPYLR7 ag.
canonical_smiles | NPYLR7 ag
O=C(NC1CC1)C1CCCN(C2CCN(c3nnnn3-c3ccccc3)CC2)C1 (centres undefined) | 13
N#CCc1nc2ccccc2s1 | 4

# Of the compounds above, these contain an aryl methoxy group.
canonical_smiles	NPYLR7 ag	hcGAS lum	mcGAS lum
COc1ccc(CCNC(=O)c2cccnc2N2CCN(C(=O)COc3cccc(Cl)c3)CC2)cc1OC	17	0	-8
CCN(CC)S(=O)(=O)c1ccc(OC)c(N2CCN(C(=O)C(Cl)Cl)CC2)c1	4	0	-5
COc1ccc(CNc2ccc(N3CCN(C)CC3)nc2)cc1C#N	-22	0	.
COc1ccc(C(=O)N2CCc3cc(F)ccc3C2C)nn1 (centres undefined)	1	-9	.
COc1cc(CNc2nccnc2-c2ccc3ccccc3c2)cc(OC)c1OC	-5	-4	-1
COc1ccc(-c2n[nH]c(=S)n2N=Cc2ccc(OC)c(Br)c2)cc1	5	-5	-5

# More results follow.
canonical_smiles	NPYLR7 ag	hcGAS lum	mcGAS lum
N#Cc1ccccc1CN1CCN(c2ncc(C(=O)N3CCOCC3)s2)C1=O	0	-10	.
COCCNC(=O)c1cnn2c1NC(c1ccc(Br)cc1)CC2C(F)(F)F (centres undefined)	-2	-4	-5
Cc1cccc(NC(=O)Cn2nnc(C(=O)NCCc3ccccc3)c2N)c1C	4	-4	-1
Cc1cc(C)n2nc3cccc(F)c3c2n1	-9	-3	.
O=C(c1cccc(N2CCNC2=O)c1)N1CCN(S(=O)(=O)c2cccnc2)CC1	7	-4	.
CC1=NN(CCN2CCN(c3ccc(F)cc3)CC2)c2nc3c(c(=O)n(C)c(=O)n3C)n2C1	1	-3	.
COc1ccc(-c2ccc(OCCNC(=O)CC3CCCCC3)nn2)cc1	-2	-9	-6
Cc1ccc(C(=O)NCC2(N(C)C)CCSC2)s1 (centres undefined)	1	0	-4
Cc1cc(CNC(=O)C2CCCN(C3CCN(Cc4ccccc4)CC3)C2)on1 (centres undefined)	7	-4	-15
O=C1OC(/C=C/c2ccc(Cl)cc2)=NC/1=C/c1ccccc1F	2	-6	-1
Cc1cc(CNC(=O)c2cc(C)on2)c2[nH]c(-c3ccccc3)c(C)c2c1	6	-9	-14
Cc1cnc2c(S(=O)(=O)NC3CCCCC3)cccc2c1	4	-1	-6
COC(=O)c1cc(OC)c(OC)cc1NC(=O)c1cc2ccccc2o1	13	-6	.
CCCCN(C=O)c1c(CC)nc2ccc(C(=O)N(C)C(C)C)cn12	-13	0	1
Oc1ccc(-c2nc3ccccn3c2NC2CCCCC2)cc1	11&7	-2&-2	-9
N#Cc1ccsc1NC(=O)c1cc(Cl)sc1Cl	-10	-3	-5
COc1ccc(S(=O)(=O)n2nc(C)c(S(=O)(=O)N3CCCCC3)c2C)cc1OC	5	-7	.
CCC1(C)CC(CCN2C(=O)CCC2=O)(C(C)C)CCO1 (centres undefined)	.	-13	-5
COc1cccc(C(=O)N2CCN(c3ccc(-n4cccn4)nn3)CC2)c1	12	-6	.
CN1CCN2CCN(C(=O)CN3CCOc4ccccc4C3)CC2C1=O (centres undefined)	0	-3	-8
Cc1ccc(C(=O)N(Cc2nccn2Cc2cccc(Cl)c2)C2CC2)cc1	5	0	-4
CO[C@H]1CN(S(=O)(=O)c2ccc(Cl)cc2)[C@H]2CC[C@@H](O)[C@H]1C2	21	-6	-9
C#CCOCC(O)CN(Cc1ccccc1)Cc1cccs1 (centres undefined)	-8	1	1
CC(C)(C)CC(=O)Nc1cnn(CC(=O)Nc2ccc3c(c2)OCCO3)c1	-16	2	2
Cc1nnc(NC2=NS(=O)(=O)c3ccccc32)s1	29	10	.
Fc1ccc(Sc2ncnc3sc4c(c23)CCC4)cc1	-1	-5	.
COC(=O)CCC(=O)N1CCN(c2nc3nccc(-c4cccc(C)c4)n3n2)CC1	.	-11	-6
COC(=O)[C@@H](C)NC(=O)[C@H]1CN(C(C)=O)CCN1S(C)(=O)=O	-9	-5	-6
CCCc1ccccc1N1C(=O)CSC1c1ccc(NC(=O)CCl)cc1 (centres undefined)	42*	-9	-4
COc1ccc(N2C(=O)CSC2c2ccc(F)c(F)c2)c(OC)c1 (centres undefined)	-5	-2	.
CC(=O)c1ccc(OCC(=O)Nc2ccc(S(=O)(=O)N3C(C)CCCC3C)cc2)cc1 (centres undefined)	1	-2	.
COc1cc(C=CC(=O)Oc2ccccc2Br)cc(OC)c1OC	-1	-4	-5
O=C(O)c1ccc(-c2ccn[nH]2)cc1	0	4	-1
CC(C)Cn1c(N2CCN(Cc3ccc(Br)cc3)CC2)nc2c1c(=O)[nH]c(=O)n2C	0	-3	-7
Cc1cc(NC(=O)CN2CCN(S(=O)(=O)/C=C/c3ccccc3)CC2)on1	-1	-3	.
CSCCCNC(=O)[C@@H]1C[C@H](NC(=O)c2cccc(Cl)c2)CN1C	-1	-4	.
c1ccc(Nc2ncnc3sc4c(c23)CCCC4)cc1	-2	-5	.
Cc1nnsc1CN(C)Cc1cn[nH]c1C(=O)O	1	-4	-13
O=C(Nc1cnn(-c2ccc(C(=O)N3CCC(c4ccccc4F)C3)cc2)c1)c1ccoc1 (centres undefined)	16	-6	-9
Cc1ccc(S(=O)(=O)NC(=O)C2(C)CCN2C(=O)c2c(C)noc2C)nc1 (centres undefined)	4	-6	.
CC(C)(C)OC(=O)N1CCC2(CC1)CC(N1CCOCC1)CO2 (centres undefined)	-9	-1	-2
O=C1CN(C(=S)Nc2cc(Cl)ccc2F)CC2c3cc(F)ccc3CCN12 (centres undefined)	22	-4	-3
CC(NC(=O)NC1CCCCC1)C1CC2CCC1C2 (centres undefined)	2	0	.
COc1ccc(-c2onc(C)c2-c2ccc(OC)c(OC)c2)c(O)c1	-3	1	-1
Cc1ccc(-c2nnc(SCc3ccc(C(=O)NC4CC4)cc3)n2-c2cccc(C)c2)cc1	1	-3	-5
O=C(Nc1nc2c(s1)CCc1ccccc1-2)C1CC1	-2	-7	-9
CCOC(=O)c1ccc(NC(=O)C(CC(=O)O)NCCNc2ccc(S(=O)(=O)CC)cc2)cc1 (centres undefined)	5	-8	.
Clc1ccc(C2CN(Cc3cnc(CC4CCCC4)[nH]3)CCO2)cc1 (centres undefined)	1	-2	-10
Cc1ncc(CO)c(CN2CCCC2c2ccccn2)c1O (centres undefined)	8	-6	-17
CCOC(=O)c1nn(-c2cccc(Br)c2)c(=O)cc1OS(=O)(=O)c1cccs1	11	0	.
O=C(C1COc2ccccc2C1)N1CCN(Cc2cccc(-c3noc(C4CCCC4)n3)c2)CC1 (centres undefined)	4	-7	-7
CCc1nc2ccc(C(=O)N3CCNC(=O)C3)cn2c1N(CC)Cc1cccc(Br)c1	17	-4	-2
Cc1cc(NC(=O)N(CCC#N)CCC(F)(F)F)ccc1Br	-6	-8	-8
COc1ccc(-n2c(N)cc(=O)nc2SCC(=O)N2CCN(c3ccccc3)CC2)cc1	-2	-4	-6
CCC(CO)N(Cc1ccco1)C(=O)c1cn(C)c2ccc(C)cc2c1=O (centres undefined)	17	-1	.
O=C(c1ccc(-c2ccccc2)cc1)N(Cc1ccco1)CC1CCCO1 (centres undefined)	20	-6	-5
O=S(=O)(NC1(c2ccccc2)CCC1)c1ccccc1OC(F)(F)F	-1	1	.
Cc1[nH]nc(CCC(=O)NCC2(CN3CCOCC3)CC2)c1C	.	-15	-8
COc1cc(C(C2Sc3nc(C)nn3C2=O)N2CCC3(CC2)OCCO3)cc(OC)c1OC (centres undefined)	3	-1	-7
COC(=O)C1=C(C)N(C)C(=O)NC1c1ccc(O)cc1 (centres undefined)	9	2	2

# The listing continues:
canonical_smiles	NPYLR7 ag	hcGAS lum	mcGAS lum
O=C(Nc1ncn[nH]1)C1CCCN1C(=O)C1CCCCC1 (centres undefined)	-3	-6	.
C(=C\c1nn2c(CN3CCCCCC3)nnc2s1)/c1ccccc1	2	-3	-5
COc1ccc(-c2ncncc2C(C)C)c(C)c1	1	-7	.
COc1ccc(C2(C(=O)N3CCC4(CN(C)C(=O)O4)C3)CCCC2)cc1 (centres undefined)	1	1	.
Cc1cccc(C)c1OCCn1nc(C)c(S(=O)(=O)N2CCCCC2)c1C	8	-5	-14
O=C(NCCc1ccccc1)Nc1ccc(NCC2CCCC2)cc1	-12	-1	-1
CCC(C(=O)Nc1cc(C)on1)N1CCN(c2ccccc2C)CC1 (centres undefined)	-5	4	.
COc1cccc(Cc2nsc(Oc3cccc(C(=O)O)c3)n2)c1	-12	-3	-4
C[C@@H]1CN(C(=O)c2nc3sccn3c2CNCCCc2ccccc2)C[C@H](C)O1	4	-6	-10
O=C(c1cccc(F)c1)N(Cc1ccccc1)CC1CC(c2cccc(F)c2)=NO1 (centres undefined)	13	-4	-5
Cc1cc(C(=O)N/N=C2\CCCC(=O)C2)c(C)n1-c1ccccc1	-1	-4	.
Cc1ccc(CC2(O)CCN(CCOc3ccc(O)cc3)CC2)cc1	-10	-2	.
Oc1oc(-c2ccc(Cl)cc2)nc1C=Nc1ccccc1I	-2	-3	.
COc1cccc(C(=O)N2CCN(Cc3cccc(-c4noc(-c5cccs5)n4)c3)CC2)c1C	3	-2	-4
COc1ccccc1OCCNS(=O)(=O)c1ncn(C)c1Cl	11	-8	.
O=C(COc1cccnc1)N1CCC(c2n[nH]c(=O)n2Cc2ccccc2)CC1	2	-4	-16
C=CCOc1c(OC)ccc2c1CN(C1CCCC1)C(=O)CCN2CC(=O)OCC	-1	-1	-3
Cc1cccc(-c2cc(N)n(-c3ccc(C(=O)NCc4ccco4)cc3)n2)c1	-8	-4	-4
C=CCOc1nc(OCC)nc(N2CCCCC2)n1	5	1	.

# Compound profiles, from the list above. Values in the order: NPYLR7 ag, hcGAS lum, mcGAS lum
# `CCC(C(=O)Nc1cc(C)on1)N1CCN(c2ccccc2C)CC1` (centres undefined) as listed: -5, 4, .
# `C[C@@H]1CN(C(=O)c2nc3sccn3c2CNCCCc2ccccc2)C[C@H](C)O1` as listed: 4, -6, -10
# `COc1cccc(Cc2nsc(Oc3cccc(C(=O)O)c3)n2)c1` as listed: -12, -3, -4

# The order is random; about 0.26% have a hit in one of these screens.
